IDH1 mut inh: inhibitors of human IDH1 R132H. AID 624101. inhibition, % at 10 µM. 70,000 compounds, 0.18% hits. IDH1 R132H reductase, diaphorase/resazurin fluorescence, 60 min. O75874; in the data active = inhibition above about 34%;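 note: 0% = DMSO and 100% = no enzyme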
PRC2 inh: inhibitors of human EZH2/PRC2 methyltransferase. inhibition, % at 12.5 µM. 57,000 compounds, 0.35% hits. Q15910. PRC2 H3K27 methylation, DELFIA TRF, 1 h;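 active = mean inhibition of replicates at least 50% and every single replicate also reaching 50%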;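 note: dimethyl H3K27 on biotinylated H3 21-44 peptide detected by antibody; plate controls were median neutral control wells for no effect and median positive control wells for full effect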
Target sequence (Q15910 whole entry, looked up): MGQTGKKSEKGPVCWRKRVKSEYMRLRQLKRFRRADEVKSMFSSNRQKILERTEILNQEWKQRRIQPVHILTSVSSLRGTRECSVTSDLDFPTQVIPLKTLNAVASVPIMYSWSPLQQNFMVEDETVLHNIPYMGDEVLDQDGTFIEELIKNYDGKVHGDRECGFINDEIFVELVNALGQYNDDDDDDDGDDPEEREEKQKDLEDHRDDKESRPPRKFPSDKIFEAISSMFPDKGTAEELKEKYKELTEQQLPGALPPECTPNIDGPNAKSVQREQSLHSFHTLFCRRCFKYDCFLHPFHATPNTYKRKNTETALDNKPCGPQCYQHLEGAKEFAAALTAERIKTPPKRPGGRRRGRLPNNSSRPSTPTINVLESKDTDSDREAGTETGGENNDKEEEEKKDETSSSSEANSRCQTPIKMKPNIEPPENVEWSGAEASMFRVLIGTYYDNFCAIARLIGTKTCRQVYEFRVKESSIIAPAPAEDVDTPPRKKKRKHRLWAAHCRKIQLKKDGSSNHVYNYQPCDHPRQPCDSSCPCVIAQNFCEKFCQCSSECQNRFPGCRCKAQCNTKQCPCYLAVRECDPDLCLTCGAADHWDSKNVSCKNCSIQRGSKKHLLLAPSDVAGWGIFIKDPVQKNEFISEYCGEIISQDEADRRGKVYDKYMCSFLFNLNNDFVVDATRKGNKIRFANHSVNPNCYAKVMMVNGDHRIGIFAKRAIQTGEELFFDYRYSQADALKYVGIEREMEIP
Active calls of the source: *; x = no result given. A portion of the library; the hit share may differ from the screen's.

SMILES	IDH1 mut inh	PRC2 inh
COc1ccc(NC(=O)Nc2ccc3c(c2)C(=O)N(C)C[C@@H](OC)[C@H](C)CN[C@@H](C)CO3)cc1	x	-23
CC1(C)Cc2c(sc3c2c2ncnn2c2nnc(SCC(=O)c4ccc(Br)cc4)n32)CO1	-0.2	-4
COc1ccc(S(=O)(=O)N[C@@H]2CC[C@H](CCNC(=O)c3ccccc3F)O[C@H]2CO)cc1	0.0	9
CC(=O)O[C@H]1C[C@@]2(C)[C@@H](C[C@@H](O)[C@H]3[C@@]4(C)CC[C@@H](O)[C@@H](C)C4CC[C@@]32C)/C1=C(\CCC=C(C)C)C(=O)O (stereo not given in full)	0.0	x
CO[C@H]1CN(C)C(=O)c2ccc(NC(=O)c3cccc(F)c3)cc2OC[C@H](C)N(C)C[C@H]1C	2.3	-6
O=S(=O)(N[C@@H]1CC[C@@H](CCn2cc(-c3ccccc3F)nn2)O[C@H]1CO)c1ccc(Cl)cc1	-0.7	8
C[C@@H]1CN([C@H](C)CO)C(=O)c2cc(C#CC(C)(C)O)cnc2O[C@@H]1CN(C)Cc1cncnc1	0.4	-9
C[C@H]1CN([C@@H](C)CO)C(=O)Cc2cc(NC(=O)CCN3CCOCC3)ccc2O[C@H]1CN(C)S(C)(=O)=O	5.1	6
CCC(=O)N(C)C[C@H]1Oc2cc(-c3cncnc3)ccc2S(=O)(=O)N([C@H](C)CO)C[C@H]1C	0.3	x
COc1ccc(NC(=O)Nc2cccc3c2O[C@H](CN(C)C)[C@H](C)CN([C@H](C)CO)C3=O)cc1	1.9	-2
C[C@@H]1CN([C@H](C)CO)C(=O)CCCn2nncc2CO[C@@H]1CN(C)Cc1ccc2c(c1)OCCO2	1.7	10
COCc1cn(CC[C@H]2CC[C@@H](NC(=O)c3ccc(F)cc3)[C@@H](CO)O2)nn1	0.4	7
Cc1ccc(S(=O)(=O)Nc2cccc3c2O[C@@H](CN(C)S(=O)(=O)c2ccc(C)cc2)[C@@H](C)CN([C@H](C)CO)C3=O)cc1	-1.2	x
Cc1ccc(S(=O)(=O)N(C)C[C@H]2Oc3ncc(C#CC4(O)CCCC4)cc3C(=O)N([C@@H](C)CO)C[C@H]2C)cc1	0.6	x
O=C(C[C@H]1C=C[C@@H](NC(=O)c2ccc3c(c2)OCO3)[C@H](CO)O1)NCc1ccc(F)cc1	0.5	0
COc1ccc(NC(=O)N(C)C[C@@H]2Oc3ccc(NC(=O)Nc4ccc5c(c4)OCO5)cc3CC(=O)N([C@@H](C)CO)C[C@H]2C)cc1	-0.8	x
O=S(=O)(N[C@@H]1CC[C@@H](CCn2cc(-c3ccc(F)cc3)nn2)O[C@@H]1CO)c1ccccc1F	-0.7	-11
Cc1nn(CCCC(=O)O)c(C)c1[N+](=O)[O-]	-0.8	3
CC(=O)N(C)C[C@H]1Oc2cc(C#CC3CCCCC3)ccc2S(=O)(=O)N([C@@H](C)CO)C[C@@H]1C	x	-34
CS(=O)(=O)Nc1ccc2c(c1)[C@@H]1C[C@H](CC(=O)NC3CCCCC3)O[C@H](CO)[C@@H]1O2	1.4	-8

Structures listed so far that have two or more sulfur atoms (two):
SMILES	IDH1 mut inh	PRC2 inh
CC1(C)Cc2c(sc3c2c2ncnn2c2nnc(SCC(=O)c4ccc(Br)cc4)n32)CO1	-0.2	-4
Cc1ccc(S(=O)(=O)Nc2cccc3c2O[C@@H](CN(C)S(=O)(=O)c2ccc(C)cc2)[C@@H](C)CN([C@H](C)CO)C3=O)cc1	-1.2	x

Carrying on.
SMILES	IDH1 mut inh	PRC2 inh
COC(=O)COc1cccc(NC(=O)c2ccccc2)c1	0.5	4
CS(=O)(=O)N(CC(=O)O)c1ccc(C23CC4CC(CC(C4)C2)C3)cc1	-0.2	7
CO[C@H]1CN(C)C(=O)c2cc(NC(=O)Nc3cccc(Cl)c3)ccc2OC[C@H](C)N(C(=O)Nc2c(C)noc2C)C[C@@H]1C	-0.1	-7
COc1ccc(NC(=O)N[C@@H]2CC[C@@H](CC(=O)NCc3ccccn3)O[C@@H]2CO)cc1	-0.1	6
Cc1ccc(S(=O)(=O)N(C)C[C@@H]2OCCCC[C@H](C)Oc3ccc(NC(=O)Nc4ccc(C(F)(F)F)cc4)cc3C(=O)N([C@H](C)CO)C[C@H]2C)cc1	-1.3	x
C[C@H]1CN([C@@H](C)CO)C(=O)Cc2cc(NC(=O)Nc3ccccc3)ccc2O[C@@H]1CN(C)Cc1ccncc1	13	3
C[C@@H]1CN([C@H](C)CO)C(=O)c2cc(NC(=O)Nc3ccc(F)cc3)ccc2O[C@@H](C)CCCCO[C@@H]1CN(C)C(=O)Cc1ccccc1	0.0	x
CN(C)C(=O)c1ccc(-c2cccc(-c3nc(C(=O)NC4CCCCC4)cc4c3[C@H](CCO)N([S@@](=O)C(C)(C)C)C4)c2)cc1	-0.4	-1
COc1ccccc1CNC(=O)C[C@@H]1C[C@@H]2c3cc(NS(=O)(=O)c4ccc(F)cc4)ccc3O[C@@H]2[C@H](CO)O1	-1.7	-5
C[C@H]1CN([C@@H](C)CO)C(=O)Cc2cc(N(C)C)ccc2O[C@@H]1CN(C)Cc1ccc2c(c1)OCO2	0.0	4
C=CCN1CCN(c2nc3ccccc3nc2C#N)CC1	0.0	16
COc1ccc(CN(C)C[C@@H]2Oc3c(NC(=O)Nc4ccc5c(c4)OCO5)cccc3C(=O)N([C@H](C)CO)C[C@@H]2C)cc1	1.2	-1
O=C(C[C@H]1CC[C@@H](NC(=O)Nc2ccc(C(F)(F)F)cc2)[C@@H](CO)O1)NCCN1CCCC1	-0.1	-5
COc1ccccc1C1(CC(=O)O)CCOC(C(C)C)C1 (stereo not given)	0.1	x
COc1ccc(NC(=O)N[C@@H]2CC[C@@H](CCn3cc(-c4ccccc4F)nn3)O[C@@H]2CO)cc1	0.4	0
C[C@H]1CN([C@@H](C)CO)C(=O)Cc2cc(NC(=O)c3ccncc3)ccc2O[C@@H]1CN(C)S(=O)(=O)c1ccccc1	-8.6	x
C[C@H]1CN([C@@H](C)CO)S(=O)(=O)c2ccc(-c3cncnc3)cc2O[C@H]1CN(C)C(=O)C1CCCCC1	x	-1
Fc1ccc2[nH]cc(CCCN3CCN(c4nc5cc(Cl)ccc5s4)CC3)c2c1	0.7	33
COc1ccccc1CN(C)C[C@@H]1OCc2cnnn2CCCC(=O)N([C@H](C)CO)C[C@H]1C	0.9	8
Cc1cc(C)nc(SC(C)C(=O)Nc2ccc(S(N)(=O)=O)cc2)n1 (stereo not given)	0.2	-5

Single records, from the list above. Order of values: IDH1 mut inh, PRC2 inh
`O=C(C[C@H]1CC[C@@H](NC(=O)Nc2ccc(C(F)(F)F)cc2)[C@@H](CO)O1)NCCN1CCCC1` as listed: -0.1, -5
`COc1ccc(NC(=O)N[C@@H]2CC[C@@H](CCn3cc(-c4ccccc4F)nn3)O[C@@H]2CO)cc1` as listed: 0.4, 0
`CO[C@H]1CN(C)C(=O)c2cc(NC(=O)Nc3cccc(Cl)c3)ccc2OC[C@H](C)N(C(=O)Nc2c(C)noc2C)C[C@@H]1C` as listed: -0.1, -7
`Fc1ccc2[nH]cc(CCCN3CCN(c4nc5cc(Cl)ccc5s4)CC3)c2c1` as listed: 0.7, 33

Remaining list, next part
SMILES	IDH1 mut inh	PRC2 inh
C[C@@H]1CN([C@H](C)CO)C(=O)c2cc(C3=CCCC3)cnc2O[C@H]1CN(C)C(=O)c1ccc(F)cc1	-0.1	x
CC(C)c1cn(CC[C@H]2CC[C@H](NC(=O)Nc3cc(Cl)cc(Cl)c3)[C@H](CO)O2)nn1	0.2	11
C[C@@H]1CN([C@@H](C)CO)C(=O)c2cccc(NS(=O)(=O)c3cccs3)c2O[C@@H]1CN(C)Cc1ccc(C(F)(F)F)cc1	1.3	-8
CO[C@@H]1CN(C)C(=O)c2cc(NC(=O)c3ccno3)ccc2OC[C@H](C)NC[C@@H]1C	0.2	4
COc1ccccc1-c1cnc2c(c1)C(=O)N([C@H](C)CO)C[C@@H](C)[C@@H](CN(C)C(C)=O)O2	-0.6	-7
COc1ccc(NC(=O)CSC2CC(=O)N(c3ccccc3C)C2=O)cc1 (stereo not given)	-0.2	-3
CN(C)CC(=O)N[C@H]1CC[C@H](CC(=O)NCc2ccc(Cl)cc2)O[C@H]1CO	0.1	-9
Cc1cccc(CSc2nnc(NC(=O)c3oc4ccc(F)cc4c3C)s2)c1	0.4	6
C=C(C)[C@@H]1CC[C@]2(C(=O)O)CC[C@]3(C)[C@H](CC[C@@H]4[C@@]5(C)CC[C@H](O)C(C)(C)[C@@H]5CC[C@]43C)[C@@H]12	0.3	2
Cc1c(NC(=O)COc2ccc(Br)cc2)cccc1-c1nc2ccccc2s1	0.2	15
O=C(Nc1ccccc1C(=O)O)c1cccc(S(=O)(=O)Nc2cccc(Br)c2)c1	-1.4	42
CCCC#Cc1cnc2c(c1)C(=O)N([C@H](C)CO)C[C@H](C)[C@H](CN(C)C(=O)NC1CCCC1)O2	0.2	x
CC(=O)N(C)C[C@@H]1Oc2ncc(C3=CCCC3)cc2C(=O)N([C@H](C)CO)C[C@H]1C	0.5	-6
O=C(C[C@@H]1CC[C@@H](NC(=O)C2CC2)[C@H](CO)O1)Nc1nccs1	0.2	-3
CCCC(=O)n1nc(-c2ccc(Cl)cc2)nc1NCc1ccco1	-0.5	8
C[C@H](CO)N1C[C@H](C)[C@@H](CN(C)C(=O)Nc2ccccc2)Oc2ccc(NC(=O)C3CCCCC3)cc2CC1=O	0.2	-1
COc1ccc(S(=O)(=O)N(C)C[C@H]2Oc3ccc(N(C)C)cc3C(=O)N([C@@H](C)CO)C[C@@H]2C)cc1	0.1	-6
Cc1cc(C(=O)Nc2cccc3c2O[C@H](CN(C)Cc2ccccc2)[C@H](C)CN([C@H](C)CO)C3=O)n(C)n1	0.1	-1
CC(C)NC(=O)Nc1cccc2c1O[C@H](CN(C)CC1CCCCC1)[C@@H](C)CN([C@H](C)CO)C2=O	x	-4
C[C@H](CO)N1C[C@H](C)[C@H](CN(C)Cc2ccccc2)Oc2cc(-c3cncnc3)ccc2S1(=O)=O	-0.5	x

At a glance, part of the list above.
SMILES	IDH1 mut inh	PRC2 inh
COc1ccc(NC(=O)Nc2ccc3c(c2)C(=O)N(C)C[C@@H](OC)[C@H](C)CN[C@@H](C)CO3)cc1	x	-23
CC1(C)Cc2c(sc3c2c2ncnn2c2nnc(SCC(=O)c4ccc(Br)cc4)n32)CO1	-0.2	-4
COc1ccc(S(=O)(=O)N[C@@H]2CC[C@H](CCNC(=O)c3ccccc3F)O[C@H]2CO)cc1	0.0	9

(cont.)
SMILES	IDH1 mut inh	PRC2 inh
CN(C)c1ccc2c(c1)[C@H]1C[C@H](CC(=O)NCC3CC3)O[C@H](CO)[C@H]1O2	-14	2
CCC(=O)N[C@H]1CC[C@@H](CC(=O)NCc2ccccc2F)O[C@@H]1CO	0.3	-11
CO[C@@H]1CN(C)C(=O)c2ccc(NC(=O)NC(C)C)cc2OC[C@@H](C)N(CC2CC2)C[C@@H]1C	-0.5	-4
C[C@H]1CN([C@@H](C)CO)C(=O)Cc2cc(NC(=O)Nc3ccc(F)cc3)ccc2O[C@@H]1CN(C)C(=O)NC1CCCCC1	1.4	-2
C[C@@H]1CCCCO[C@@H](CN(C)S(C)(=O)=O)[C@H](C)CN([C@H](C)CO)C(=O)c2cc(NC(=O)Nc3ccc(F)cc3)ccc2O1	4.0	x
CO[C@H]1CN(C)C(=O)c2cc(NC(=O)c3ccno3)ccc2OC[C@H](C)N(S(C)(=O)=O)C[C@H]1C	0.1	-11
C[C@H]1CN([C@@H](C)CO)C(=O)c2cc(NS(=O)(=O)c3ccc(Cl)cc3)ccc2O[C@H]1CN(C)CC1CC1	-0.1	2
CN(C)CCCNc1c([N+](=O)[O-])c(=O)n(C)c2ccccc12	1.3	x
C[C@@H]1CN([C@@H](C)CO)C(=O)c2cc(C#CC3CCCC3)cnc2O[C@H]1CN(C)S(=O)(=O)c1cccc(F)c1	-0.2	x
COc1ccc(S(=O)(=O)Nc2ccc3c(c2)C(=O)N([C@H](C)CO)C[C@H](C)[C@H](CN(C)Cc2ccc(C(=O)O)cc2)OCCCC[C@H](C)O3)cc1	5.8	x
C[C@H](CO)N1C[C@H](C)[C@@H](CN(C)C(=O)Nc2cc(F)ccc2F)Oc2cc(-c3cccc(F)c3)ccc2S1(=O)=O	-0.6	x
C[C@H]1CN([C@@H](C)CO)C(=O)c2cc(-c3ccccc3)cnc2O[C@H]1CN(C)C(=O)c1cccnc1	-0.1	x
C[C@@H]1CN([C@H](C)CO)C(=O)c2cccc(NS(C)(=O)=O)c2O[C@@H]1CN(C)CC1CCCCC1	0.0	1
Cc1ccc(S(=O)(=O)N(C)C[C@H]2OCc3cn(nn3)CCCC(=O)N([C@@H](C)CO)C[C@@H]2C)cc1	x	2
C[C@@H]1CCCCO[C@@H](CN(C)C(=O)Nc2ccc3c(c2)OCO3)[C@@H](C)CN([C@H](C)CO)C(=O)c2cc(NS(=O)(=O)c3ccccc3)ccc2O1	1.6	x
C[C@@H]1CCCCO[C@@H](CN(C)S(=O)(=O)c2cccs2)[C@@H](C)CN([C@H](C)CO)C(=O)c2cc(NS(=O)(=O)c3ccc(Cl)cc3)ccc2O1	1.0	x
CCC(=O)Nc1ccc2c(c1)OC[C@H](C)N(Cc1ccccn1)C[C@H](C)[C@@H](OC)CN(C)C2=O	0.1	13
COc1cc(C=O)c([N+](=O)[O-])cc1OC	0.5	-9
CO[C@H]1CN(C)C(=O)c2cc(NC(=O)C3CCC3)ccc2OC[C@H](C)N(Cc2ccccn2)C[C@H]1C	0.2	8
COc1ccc(NC(=O)N(C)C[C@H]2Oc3ccc(NC(=O)CCCN(C)C)cc3C(=O)N([C@H](C)CO)C[C@@H]2C)cc1	0.4	2
Cc1noc(C)c1NC(=O)Nc1ccc2c(c1)CC(=O)N([C@@H](C)CO)C[C@@H](C)[C@@H](CN(C)Cc1ccccc1)O2	x	-6
C[C@@H]1CN([C@H](C)CO)C(=O)Cc2cc(NC(=O)CCN3CCOCC3)ccc2O[C@H]1CN(C)Cc1ccc(C(=O)O)cc1	0.1	x
O=C(CCCCCCCCc1ccccc1)c1c(O)cc(O)cc1O	0.4	x

Screens deposited in PubChem by Broad Institute.
